HBB splicing: modulators of hemoglobin beta chain splicing | Potency, µM (titrated, usually from 46.1 µM), for inactives: at the top dose activation, hits mostly activators | HBB splicing reporter cell assay, activation; EGFP reporter with mutant IVS2-654 intron; response scale: normalised to 500 nM splice-correcting PNA | 65,000 tested, 0.06% active; also: potency is read from the fitted curve at half-maximal effect; 0% is about no effect
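Compounds were applied for 2 days to HeLa EGFP-654 cells, 500/well in Optimem with 2% FCS. The reporter's EGFP is disrupted by mis-splicing of beta-globin intron IVS2-654. Readout: summed well GFP fluorescence from 488 nm laser scanning; reference was 500 nM antisense […] 654 PNA.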
Fluorescein autfl: fluorescein region autofluorescence; max fluorescein-equivalent concentration, M; 59,000 tested, 0.91% active; Compound autofluorescence, 480/540 nm, fluorescein-equivalent; active compounds read high; in the data active = max fluorescein-equivalent concentration above about 10 nM; inconclusive = between about 1.1 nM and that limit
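Fluorescein stocks ranging 3 mM down to 300 nM, plus DMSO blanks, were pinned alongside compounds to build a per-plate standard curve. Buffer: 100 mM Tris, pH 8.0. Incubation 15 min, room temperature; filters 480/540 nm.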
GFP derepression: epigenetic modulators derepressing GFP locus in mouse cells | mouse C127i GFP locus derepression, cytometry, 30 h | Potency, µM (doses to about 46.1 µM), for the others: top-dose GFP derepression (activation) | 68,000 tested, 0.09% active | AID 597; also: % of control where 0% means no effect
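Derepression screen: silenced CMV-GFP reporter in murine C127i cells, 30 h compound incubation at 37 C, washed cells imaged by laser-scanning cytometer to enumerate GFP-expressing objects of 20 to 120 um.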
Texas Red fluor: compounds fluorescent in Texas Red spectral region; Compound fluorescence, Texas Red channel, 547/618 nm; active compounds read high; max dye-equivalent concentration, M; 59,000 tested, 0.06% active; in the data active = max dye-equivalent concentration above about 10 nM; inconclusive = between about 1.1 nM and that limit
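Fluorescence at ex 547/em 618 nm, normalized against an on-plate Texas Red standard series to give dye-equivalent concentration per compound concentration. Buffer 100 mM Tris, pH 8.0; 15 min RT incubation before CCD imaging.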
UbGFP stabilizer: ubiquitin-GFP accumulation via proteasome inhibition. Ubiquitin-GFP reporter cells, proteasome inhibition, GFP fluorescence; response scale: untreated = 0%, 10 µM MG-132 = 100%. Potency, µM (highest dose often 45.9 µM), for inactives: top-dose activation (GFP accumulation), actives largely listed as activators. 67,000 tested, under 10 active. AID 526; active = well fitted activation curve with a large enough effect, not every such curve was filed as active; inconclusive = small, poorly fitted or top-dose-only effect, or another doubt; inactive = no such curve, though single readings can be large or run the other way; also: potency is read from the fitted curve at half-maximal effect
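U2OS cells stably expressing ubiquitin(G76V)-GFP, seeded overnight in 0.5% FBS medium, were exposed to compounds (qHTS, 46 uM to 2.9 nM) for 4 hr at 37 °C. GFP-positive cells were counted by laser cytometry (488 ex/515 em), normalized between basal and 10 uM MG-132.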
Luciferase inh: inhibitors of firefly luciferase; P08659; purified firefly luciferase, luminescence, 8 min; Potency, µM (series often up to 57.1 µM), for the others: at the top dose activity change, negative = inhibition, hits mostly inhibitors; 72,000 tested, 2.2% active; also: potency is read from the fitted curve at half-maximal effect; % is scaled to controls: 0 for no effect and ±100 for the full control effect; nearly all actives have a fitted effect of over 40% in size
Target sequence (P08659 whole entry, looked up): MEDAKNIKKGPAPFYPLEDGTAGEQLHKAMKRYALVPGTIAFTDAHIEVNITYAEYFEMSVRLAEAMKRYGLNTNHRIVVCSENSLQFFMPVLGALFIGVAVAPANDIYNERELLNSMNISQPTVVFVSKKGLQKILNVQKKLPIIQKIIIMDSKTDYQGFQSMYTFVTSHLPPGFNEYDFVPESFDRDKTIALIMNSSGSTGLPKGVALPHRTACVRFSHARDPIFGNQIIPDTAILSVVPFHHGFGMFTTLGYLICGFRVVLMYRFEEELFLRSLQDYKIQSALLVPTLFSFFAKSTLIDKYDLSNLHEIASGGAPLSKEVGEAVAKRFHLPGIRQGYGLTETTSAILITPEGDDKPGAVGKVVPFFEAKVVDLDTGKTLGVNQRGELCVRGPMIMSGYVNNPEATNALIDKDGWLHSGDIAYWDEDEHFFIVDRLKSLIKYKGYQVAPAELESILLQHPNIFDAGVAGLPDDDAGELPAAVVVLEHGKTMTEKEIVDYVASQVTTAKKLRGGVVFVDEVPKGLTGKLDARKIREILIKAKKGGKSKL
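Substrate buffer containing 10 uM ATP (pH 7.2 imidazole, Mg2+, KCl, detergent, BSA) is dispensed, compound pinned in, then luciferase/luciferin detector mix added. After 8 min at ambient temperature, light output is measured.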
A350 autofl: compounds fluorescent in Alexa 350 spectral region. max dye-equivalent concentration, M. 59,000 tested, 11% active. Compound autofluorescence, 340/450 nm, Alexa 350 dye-equivalents; active compounds read high; in the data active = max dye-equivalent concentration above about 10 nM; inconclusive = mostly about 1.1 nM to 9.6 nM
4-MU autofl: 4-MU region autofluorescence | max dye-equivalent concentration, M | 59,000 tested, 11% active | compound autofluorescence, 340/450 nm, 4-MU equivalents; active compounds read high; in the data active = max dye-equivalent concentration above about 10 nM; inconclusive = mostly about 1.1 nM to 9.6 nM
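Compounds in 100 mM Tris, pH 8.0, incubated 15 min at room temperature, then fluorescence read at 340 nm excitation/450 nm emission. Signal converted to 4-MU dye-equivalent concentration using an on-plate six-point 4-MU standard curve.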
ERK AVP inh: blocks ERK signaling stimulated by vasopressin; HEK293-V1b, vasopressin-stimulated pERK AlphaScreen; 72,000 tested, 0.99% active; AID 995; Potency, µM (doses to about 57.5 µM), without a hit: at the highest dose activity, negative = inhibition, actives largely listed as inhibitors; also: potency is read from the fitted curve at half-maximal effect; % is scaled to controls: 0 for no effect and ±100 for the full control effect; nearly all actives have a fitted effect of over 55% in size
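Phosphorylated ERK1/2 detected via AlphaScreen bead proximity in lysates of V1b-expressing HEK293 cells given 25 nM vasopressin for 5 min after 30 min compound exposure (37 °C). AC50 from Hill equation; basal DMSO 0%, vasopressin 100%.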
Hsp90 Hop PPI: changes Hsp90-Hop TPR2A binding signal, up or down. AlphaScreen TPR2A-His6 binding biotin-Hsp90 C-terminal peptide. AID 595. 71,000 tested, 0.44% active. Potency, µM (doses to about 57 µM), inactives show top-dose activity change, negative = inhibition; active = well fitted curve in either direction with a large enough effect; inconclusive = small, poorly fitted or top-dose-only effect, or another doubt; also: potency is read from the fitted curve at half-maximal effect; % is scaled to controls: 0 for no effect and ±100 for the full control effect; many of its hits are not listed in these tables
CRE Fsk mod: CRE-bla signaling modulation under forskolin stimulation; CHO CRE-bla reporter (cAMP response element driving beta-lactamase), forskolin EC10, beta-lactamase ratio; Potency, µM (highest dose often 38.2 µM), for inactives: at the top dose activity change, negative = inhibition, usual class: activators; 71,000 tested, 2.5% active; active = well fitted activation curve with a large enough effect in the signal ratio, with a control signal flat, not every such curve was filed as active; inconclusive = small, poorly fitted or top-dose-only effect, or effect the other way, or a change in a side signal; the % refers to the signal ratio; also: potency is read from the fitted curve at half-maximal effect; % of control where 0% means no effect
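CRE-bla CHO cells stimulated with EC10 NKH 477 (water-soluble forskolin) and compound titrations, 3 h at 37C; beta-lactamase read with CCF4 after 2 h at room temperature. Activity from 460/530 nm emission ratio, AC50 values for positive or negative modulation.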
* marks the source's active call; other numbers are inactive results; i = inactive; ? = inconclusive; . = not tested or not shown; ! = not active in a repeat; [ ] = remark or other dose. Unless noted, calls follow the shape of the dose curve; as a rule, active = well fitted curve in the direction sought with a large enough effect; inconclusive = small, poorly fitted or top-dose-only effect, or another doubt; inactive = no such curve, though single readings can be large; an effect the other way counts as inactive or inconclusive. A portion of the library; count on the stated rates, not on these rows.

SMILES	HBB splicing	Fluorescein autfl	GFP derepression	Texas Red fluor	UbGFP stabilizer	Luciferase inh	A350 autofl	4-MU autofl	ERK AVP inh	Hsp90 Hop PPI	CRE Fsk mod
CCn1nnnc1-c1ccc(OC)c(S(=O)(=O)Nc2ccc(OC)cc2)c1	-0.7%	?	2%	i	-9%	0%	i	i	-9%	-3%	1%
O=C(CCN1C(=O)c2ccccc2C1=O)N1CCCCCC1	-1.6%	.	0%	.	-6%	-8%	.	.	1%	-1%	2%
Cc1c(C(=O)NC(C)c2ccncc2)oc2ccccc12 (stereo unspecified)	-0.9%	i	0%	i	0%	2%	i	i	8%	?	1%
O=C(CSc1nnc(Cn2c(=O)sc3ccccc32)n1-c1ccccc1)N1CCCC1	-1.1%	.	-2%	.	0%	-1%	.	.	6%	-7%	-9%
COc1ccc(-n2c(SCC(=O)N3CCCC(C)C3)nnc2-c2cccnc2)cc1 (stereo unspecified)	-3.4%	i	0%	?	3%	2%	?	i	-10%	-5%	3%
Nc1c(C(=O)Nc2ccc3c(c2)OCCO3)nnn1CCc1ccccc1	-1.8%	.	.	.	-17%	16µM*	.	.	-25%	-2%[2.3 µM]	-10%
CCn1c(C)c(C(C)=O)c(N2CCCC2)nc1=S	-0.4%[0.0738 µM]	.	0%	.	-6%[9.17 µM]	2%	.	.	-4%	-6%[11 µM]	-4%[7.6 µM]
O=c1[nH]c(NCc2ccco2)nnc1Cc1ccccc1Cl	-1.7%	i	4%	i	1%	4%	i	i	8%	-4%	2%
Cc1c(NC(=O)c2ccc(N3C(=O)C4C5C=CC(C5)C4C3=O)cc2)c(=O)n(-c2ccccc2)n1C (stereo unspecified)	0.8%	i	0%	i	-7%	3%	i	i	7%	-5%	15%
COc1cccc(-c2nnc(SCC(=O)N3CCCc4ccccc43)o2)c1	0.6%	?	0%	i	-17%	-2%	i	i	1%	2%	23%
Cn1c(-c2ccccc2)cnc1SCC(=O)NCc1ccco1	9.3%	?	0%	i	-2%	0%	i	i	1%	-11%	-9%
C[C@H](Oc1ccc(Oc2cnc3ccc(Cl)cc3n2)cc1)C(=O)O	-0.6%[9.22 µM]	?	7%[9.22 µM]	i	-4%[9.17 µM]	1%[11.4 µM]	2.4e-08M*!	1.5e-08M*!	3%[11.5 µM]	0%[11 µM]	?
O=C(O)CNC(=O)c1ccc(OC(F)F)cc1	0.4%[57.5 µM]	i	2%	i	-3%	1%	i	i	-27%	4%	3%
c1ccc(-c2csc(N3CCCCCC3)n2)cc1	1.1%	?	-2%	?	-2%	?	i	i	16%	11%	3%
Cc1ccc2nc(NC(=O)C3CCCN(S(=O)(=O)c4cnc[nH]4)C3)sc2c1 (stereo unspecified)	-1.4%	.	10%	.	-6%	?	.	.	1%	-3%	?
CCCn1c(SCC(=O)Nc2ccccc2N2CCCCC2)nc2c1c(=O)n(C)c(=O)n2C	.	i	0%	i	10%	5%	i	i	18%	-6%	?
CN(C(=O)c1ccno1)c1nnc(-c2cccnc2)s1	.	?	0%	i	-1%	1%	i	i	8%	-4%	0%
COc1cc2c(cc1NC(=O)c1cncc(Br)c1)oc1ccccc12	-1.2%	?	0%	?	-3%	1%	2.5e-07M*	1.7e-07M*	-22%	-1%	?
CS(=O)(=O)N(CCc1ccccc1)CC(=O)N1CCN(c2ccccc2F)CC1	-0.3%	?	-2%	?	6%	1%	i	i	7%	1%	-27%
CCOCC(O)CS(=O)Cc1ccccc1 (stereo unspecified)	1.2%[0.0738 µM]	.	0%	.	-18%[9.17 µM]	2%	.	.	-15%	-4%[11 µM]	?
O=c1cnc2cnc(N3CCOCC3)nc2n1C[C@H]1CCCO1	-0.1%	i	0%[9.22 µM]	i	-6%	0%[11.4 µM]	?	?	-19%	-7%	11%
CN(C)c1ccc(NC(=O)CSc2nc3ccccc3c(=O)n2C2CCCCC2)cc1	0.0%	i	6%	?	10%	-4%	i	i	7%	?	6%
O=C(NCCC1=CCCCC1)C1CCN(Cc2cnn(-c3ccccc3)c2-n2cccc2)CC1	-1.8%	?	0%	i	18%	-1%	i	i	3%	-5%	?
CC(C)(C)C1CCC2(CC1)NC(CO)(CO)CO2 (stereo unspecified)	-3.7%	?	-2%	i	8%	1%	i	i	2%	-14%	?
COc1ccc(-c2noc(CCC(=O)NCCN3CCN(c4ccccc4F)CC3)n2)cc1	1.0%	i	-2%	i	-17%	-4%	i	i	3%	-8%	7%
(more compounds)
SMILES	HBB splicing	Fluorescein autfl	GFP derepression	Texas Red fluor	UbGFP stabilizer	Luciferase inh	A350 autofl	4-MU autofl	ERK AVP inh	Hsp90 Hop PPI	CRE Fsk mod
O=C1c2ccccc2C(O)N1Cc1ccc2c(c1)OCO2 (stereo unspecified)	-0.9%	.	.	.	7%	2%	.	.	-8%	-1%[2.3 µM]	-7%
CCc1ccc(NC(=O)c2cc(CC(C)C)on2)cc1	-0.4%	.	.	.	-1%	-14%	.	.	-18%	0%[2.3 µM]	1%
Cn1c(C(F)(F)F)nc2c(=O)oc3ccccc3c21	-2.2%	i	4%	i	8%	2%	i	i	8%	-4%	3%
C=C(C)Cn1c(C2CC(=O)N(c3ccccc3F)C2)nc2ccccc21 (stereo unspecified)	0.3%	.	.	.	-4%	1%	.	.	.	-6%	0%
CCN1C(=O)c2ccccc2S(=O)c2ccc(C(=O)NCc3ccccn3)cc21 (stereo unspecified)	0.9%	.	-3%	.	-3%	1%	.	.	-10%	-6%	?
CCOC(=O)c1cc2occc2n1CC(=O)NC1CCC(C)CC1 (stereo unspecified)	.	i	-1%	i	-2%	1%	?	i	-2%	-7%	-2%
CCOC(=O)c1c(NC(N)=O)sc(C)c1C	0.8%	i	0%	i	5%	4%	i	i	?	-7%	?
Cc1nnc2ccc(N3CCN(C(=O)c4ccccc4)CC3)nn12	1.2%	.	-2%	.	-3%	0%	.	.	-10%	-3%	11%
CCn1c(SCC(=O)NCCc2ccccc2)nnc1-c1ccco1	-3.0%	?	-1%	i	-5%	1%	i	i	5%	1%	-3%
Cc1noc(C)c1CSc1nc2ccccc2s1	-6.0%	?	-2%	i	2%	-3%	i	i	6%	10%	7%
O=C(NC1CCCCC1)Nn1c(-c2ccccc2)nc2ccccc2c1=O	.	i	10%[20.6 µM]	i	.	1%[25.5 µM]	i	i	.	.	.
Cc1c(C)c2c(c(C)c1O)CC[C@@](C)(CCC[C@@H](C)CCC[C@@H](C)CCCC(C)C)O2	2.5%[20.6 µM]	i	1%[20.6 µM]	?	-1%[20.5 µM]	2%[25.5 µM]	i	i	3%[25.7 µM]	5%[26 µM]	-3%[17.1 µM]
CCc1ccccc1N(CC)C(=O)CCc1nc(-c2ccc(C)cc2)no1	0.6%	i	3%	?	3%	1%	i	i	19%	?	?
CCc1ccccc1Nc1nc(N)nc(CSCC(=O)c2cc(C)n(C)c2C)n1	-0.2%[57.5 µM]	i	-2%	i	3%	-1%	i	i	?	-29%	9%
Cc1ccc(S(=O)(=O)N[C@H](CO)C(=O)O)cc1	0.2%[9.22 µM]	i	2%[9.22 µM]	i	-2%[9.17 µM]	2%[11.4 µM]	i	i	6%[11.5 µM]	-3%[11 µM]	?
CN1CCN(S(=O)(=O)c2ccc(N3CCN(S(=O)(=O)/C=C/c4ccccc4)CC3)nc2)CC1	-0.3%[57.5 µM]	?	?	i	2%	-3%	i	i	17%	1%	-6%
COC(=O)c1cccc(NC(=O)c2cc3sccc3n2C)c1	.	i	-1%	i	0%	?	i	i	5%	-6%	13%
c1cnc(NCCNc2ncccn2)nc1	.	i	-3%	?	0%	1%	i	i	17%	0%	-2%
COc1ccc2c(c1)c(C(O)CN1CCN(Cc3ccc4c(c3)OCO4)CC1)c(C)n2C (stereo unspecified)	-0.9%[0.369 µM]	i	-5%	?	.	1%	i	i	10%	-21%	-6%
COc1ccc(CC(=O)Nc2cccc(-c3nnc(-c4ccc(C)cc4)o3)c2)cc1OC	-1.0%	i	6%	i	-6%	3.2µM*	i	i	7.9µM*	-5%	?
Cc1cc(NC(=O)c2cc(CC(C)C)on2)n(-c2ccccc2)n1	-1.2%	.	.	.	-3%	0%	.	.	11%	-5%[2.3 µM]	2%
CCOC(=O)c1c(C)[nH]c(C(=O)CN2CCOCC2)c1C	-0.5%	i	5%	i	-5%	-2%	i	i	15%	-1%	?
FC(F)(F)C(Oc1nc(NC2CCCCC2)nc(N2CCOCC2)n1)C(F)(F)F	-1.4%	?	-3%	i	-14%	2%	i	i	12%	2%	-23%
O=C1C2C3C=CC(C3)C2C(=O)N1Cc1ccccc1 (stereo unspecified)	-2.0%	?	3%	i	0%	1%	i	i	-36%	-11%	1µM*
O=c1cnc2cnc(Oc3cccc(Cl)c3)nc2n1C1CC1	1.5%	i	16%[9.22 µM]	i	3%	0%[11.4 µM]	i	i	-13%	-1%	?
